Source: PubChem BioAssay (National Center for Advancing Translational Sciences (NCATS))
BRCA1 expr act: qHTS Assay to Identify Small Molecule Activators of BRCA1 Expression. 1.1% of 380,000 active. MCF7-BRCA1-FFLuc reporter, luminescence, 48 h; response scale: scaled: vehicle 0%, 10 µM genistein 100%. Potency, µM (highest dose often 46.1 µM), for inactives: top-dose activation, actives largely listed as activators. AID 624202, 2012; also: potency is read from the fitted curve at half-maximal effect; nearly all actives have a fitted effect of over 80% in size; some results filed as inactive show a strong effect at the top dose
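MCF7 cells carrying a BRCA1-firefly luciferase reporter (2000 cells/well, phenol-red free MEM) were attached for 2 h at 37 °C, then given compounds for 48 h. Luminescence was read 15 min after luciferase reagent; activity normalized to genistein (10 microM) and DMSO.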
Menin-MLL TR inh: qHTS Assay for Inhibitors Targeting the Menin-MLL Interaction in MLL Related Leukemias: Competition With Texas Red Labeled MLL-derived Mutant Peptide; Menin + Texas Red MLL mutant peptide, fluorescence polarization; O00255; 0.23% of 270,000 active; AID 1768, 2009; Potency, µM (series often up to 61.6 µM), for inactives: top-dose FP activity change, negative = inhibition, most hits filed as inhibitors; active = well fitted inhibition curve with a large enough effect in the polarisation, with a control signal flat, not every such curve was filed as active; inconclusive = small, poorly fitted or top-dose-only effect, or effect the other way, or a change in a side signal; inactive = no such curve, though single readings can be large or run the other way; the % refers to the polarisation; also: potency is read from the fitted curve at half-maximal effect; % of control where 0% means no effect; many of its hits are not listed in these tables
Target sequence (O00255 whole entry, looked up): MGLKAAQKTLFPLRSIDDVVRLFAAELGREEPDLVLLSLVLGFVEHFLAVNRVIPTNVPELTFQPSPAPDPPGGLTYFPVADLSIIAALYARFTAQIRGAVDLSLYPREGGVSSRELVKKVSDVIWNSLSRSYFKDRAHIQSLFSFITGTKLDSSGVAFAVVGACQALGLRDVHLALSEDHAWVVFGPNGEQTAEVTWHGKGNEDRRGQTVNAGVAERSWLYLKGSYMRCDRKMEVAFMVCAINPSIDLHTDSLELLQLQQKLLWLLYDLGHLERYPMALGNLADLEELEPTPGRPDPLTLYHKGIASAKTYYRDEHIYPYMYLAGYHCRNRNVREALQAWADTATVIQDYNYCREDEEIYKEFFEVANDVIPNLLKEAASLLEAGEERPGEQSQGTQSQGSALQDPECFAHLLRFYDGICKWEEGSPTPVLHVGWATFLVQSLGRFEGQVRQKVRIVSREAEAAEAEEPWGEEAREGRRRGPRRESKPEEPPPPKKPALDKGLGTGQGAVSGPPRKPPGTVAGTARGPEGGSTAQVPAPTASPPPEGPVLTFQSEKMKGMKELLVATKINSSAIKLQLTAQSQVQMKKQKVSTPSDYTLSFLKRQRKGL
ELG1 genotox: qHTS screen for small molecules that induce genotoxicity in human embryonic kidney (HEK293T) cells expressing luciferase-tagged ELG1; HEK293T ELG1-luciferase reporter, luminescence, 16 h; Potency, µM (top dose mostly 46 µM), for the others: at the highest dose activity change, positive = activation, hits mostly activators; 1.3% of 330,000 active; also: potency is read from the fitted curve at half-maximal effect; % of control where 0% means no effect; nearly all actives have a fitted effect of over 60% in size
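DMSO vehicle served as control against compound-treated ELG1-luciferase HEK293T cells; exposure lasted 16 hr at 37 °C and 5% CO2, followed by ONE-Glo luminescence detection after 30 min.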
PKM2 activator: qHTS Assay for Activators of Human Muscle isoform 2 Pyruvate Kinase; Pyruvate kinase PKM (Homo sapiens), P14618; purified PKM2, Kinase-Glo ATP luminescence, activation; response scale: 0% is enzyme alone, no compound; Potency, µM (titrated, usually from 57.5 µM), inactives show top-dose activation, most hits filed as activators; 0.34% of 260,000 active; AID 1631, 2009; also: potency is read from the fitted curve at half-maximal effect; % is scaled to controls: 0 for no effect and ±100 for the full control effect; nearly all actives have a fitted effect of over 55% in size
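hPK-M2, >95% pure; 0.1 mM ADP / 0.5 mM PEP final; imidazole pH7.2 buffer w/ 7 mM MgCl2, 50 mM KCl; 1 h RT; Kinase-Glo lum. Intermediate enzyme activity for dual inhibitor/activator qHTS.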
NPC1 prom act: qHTS Assay for NPC1 Promoter Activators; Huh7 NPC1 promoter luciferase reporter, 24 h; Potency, µM (highest dose often 9.22 µM), for the others: top-dose activation, actives largely listed as activators; 2.4% of 320,000 active;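 also: potency is read from the fitted curve at half-maximal effect; % of control where 0% means no effect; nearly all actives have a fitted effect of over 60% in size; reporter is driven by a mutant NPC1 promoter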
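Luciferase expression driven by the NPC1 promoter was measured in stably transfected Huh7 cells after a 24 h compound incubation, using a luciferase reagent and a luminescence read.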
RORg inh: qHTS for inhibitors of ROR gamma transcriptional activity; Drosophila S2 Gal4-RORgamma UAS-luciferase reporter, 20 h; Nuclear receptor ROR-gamma (Mus musculus), P51450; AID 2551, 2010; Potency, µM (top dose mostly 53.6 µM), for the others: at the highest dose activity change, negative = inhibition, hits mostly inhibitors; 5.4% of 310,000 active; also: potency is read from the fitted curve at half-maximal effect; % is scaled to controls: 0 for no effect and ±100 for the full control effect; nearly all actives have a fitted effect of over 60% in size
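Drosophila Schneider cells stably carrying a metallothionein-driven Gal4 DBD–ROR gamma fusion and a UAS-Photinus luciferase reporter were exposed to compound for 1 hr, then induced with copper sulfate (700 uM final) for 20 hr at ambient temperature before luminescence reading.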
FLuc modulator: qHTS profiling assay for firefly luciferase inhibitor/activator using purifed enzyme and Km concentrations of substrates (counterscreen for miR-21 project) | Luciferin 4-monooxygenase (Photinus pyralis), P08659 | purified FLuc, Km substrates, luminescence inhibition | Potency, µM (top dose mostly 57.5 µM), for inactives: top-dose activity change, negative = inhibition, actives largely listed as inhibitors | 6.9% of 360,000 active | AID 588342, 2011;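 also: potency is read from the fitted curve at half-maximal effect; plate controls were vehicle for no effect and reference inhibitor for full effect; nearly all actives have a fitted effect of over 55% in size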
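Purified P. pyralis luciferase (10nM final) with 10uM D-luciferin and 10uM ATP (Km levels) in 50mM Tris acetate pH 7.5, 10mM Mg acetate, 0.01% Tween-20, 0.05% BSA; qHTS 6-point titration, ~60 µM downward; luminescence read.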
Gal4-VP16 FLuc: VP16 counterscreen qHTS for inhibitors of ROR gamma transcriptional activity; Drosophila S2 Gal4-VP16 UAS-luciferase, luminescence, 20 h; 3.5% of 310,000 active; Potency, µM (series often up to 53.6 µM), for inactives: top-dose activity, negative = inhibition, usual class: inhibitors; AID 2546, 2010;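 also: Gal4-VP16 expression switched on by copper sulfate through the metallothionein promoter; potency is read from the fitted curve at half-maximal effect; % is scaled to controls: 0 for no effect and ±100 for the full control effect; nearly all actives have a fitted effect of over 50% in size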
Rab9 prom act: qHTS Assay for Rab9 Promoter Activators; 2.8% of 320,000 active; AID 485297, 2010; Huh7 Rab9 promoter-luciferase reporter, luminescence, 24 h; Potency, µM (top dose mostly 9.22 µM), without a hit: at the top dose activation, negative = inhibition, usual class: activators; also: potency is read from the fitted curve at half-maximal effect; % of control where 0% means no effect; nearly all actives have a fitted effect of over 60% in size
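Huh7 cells stably carrying a Rab9 promoter-luciferase reporter, 1500 cells per well in OP-MEM I with 10% FBS, treated with compound 24 hours at 37C. Luciferase activity read by luminescence after 10 minutes with Amplite reagent.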
p53 reactivation: qHTS assay for re-activators of p53 using a Luc reporter. 0.063% of 320,000 active. AID 504706, 2011. Potency, µM (doses to about 92.2 µM), for the others: top-dose activity change, positive = activation, usual class: activators. H1299 p53-A138V BP100-luciferase reporter, luminescence, 24 h; also: potency is read from the fitted curve at half-maximal effect; % of control where 0% means no effect; nearly all actives have a fitted effect of over 45% in size
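H1299 (p53-null), stable ts p53-A138V + BP100-Luc; 1000 cells/well, Opti-MEM/10% FBS; cpd 4 pt, 1:5; 24 h, 37 deg C, 5% CO2; detection reagent 10 min RT; luminescence.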
Giardia killer: Small Molecules that selectively kill Giardia lamblia: qHTS; Giardia lamblia trophozoite viability; activity change, % at 7.66 µM, hits read low; 0.15% of 340,000 active; AID 540267, 2011; in the data active = activity change below about -80%; inconclusive = between about -30% and that limit;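 also: parasites exposed to compound for two days anaerobically before the ATP read; % is scaled to controls: 0 for no effect and ±100 for the full control effect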
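Viability, read as ATP luminescence: trophozoites at 100 cells/well, compound added, 48 hrs anaerobic at 37 deg C, then 15-30 min room-temperature development before reading.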
Numbers without * were called inactive; u = inconclusive; x = not tested or not shown; & = joins results of further samples; [ ] = remark or other dose. Unless noted, calls follow the shape of the dose curve; as a rule, active = well fitted curve in the direction sought with a large enough effect; inconclusive = small, poorly fitted or top-dose-only effect, or another doubt; inactive = no such curve, though single readings can be large; an effect the other way counts as inactive or inconclusive. A portion of the library; count on the stated rates, not on these rows.

SMILES	BRCA1 expr act	Menin-MLL TR inh	ELG1 genotox	PKM2 activator	NPC1 prom act	RORg inh	FLuc modulator	Gal4-VP16 FLuc	Rab9 prom act	p53 reactivation	Giardia killer
O=C(CCC1CCCN(C(=O)c2ccccc2Cl)C1)N1CCN(c2ccccn2)CC1 (configuration not stated)	-14%	-1%	-9%	x	-3%	-1%	5%	-8%	-2%	-6%	17
Brc1ccc(-c2csc(NNC3=NCCCCC3)n2)cc1	-3%	3%	-3%	5%	6%	7.1µM*	19µM*	14µM*	-6%	4%	4
CCOC(=O)C1(CCOc2ccccc2)CCN(Cc2cccc(OC)c2OC)CC1	-46%	-10%	-1%	1%	-5%	14%	-10%	-9%	-7%	u	15
Cc1ccccc1NC(=S)N(CCCN1CCOCC1)Cc1ccccn1	-6%	-13%	0%	4%	1%	-15%	-1%	-2%	-3%	-11%	28
C=CCNC(=O)C1CC(=O)N(c2ccc(OCc3ccccc3Cl)cc2)C1 (configuration not stated)	80%	13%	u	-4%	u	22%	u	-15%	u	x	35[activator]
COC(=O)C1CCN(C(=O)C2CCC(=O)N(CCc3cccc(F)c3)C2)CC1 (configuration not stated)	1%	x	2%	x	-2%	-5%	-2%	-8%	-1%	8%	26
CC1=C(C(=O)OCc2ccccc2)C(c2ccc3ccccc3c2)NC(=O)N1CCCC(=O)O (configuration not stated)	8%	2%	5%	-1%	-3%	11µM*	3%	-4%	5%	1%	-20
O=C(CSc1ccc2nnc(CCNC(=O)c3ccccc3)n2n1)NCc1ccccc1	-10%	x	-1%	-5%	2%	5%	2%	-4%	2%	-35%[inhibitor]	-4
COc1ccc(CNS(=O)(=O)c2ccccc2Br)cc1	x	3%	2%	-1%	1%	19%&33%	-1%	6%&2%	15%	3%	29
Cc1cc(=O)n2[nH]c(SCc3ccccc3)nc2n1	6%	3%	-2%	1%	-5%	-9%	u	-17%	2%	3%	19
O=C(O)c1cc2c(s1)CCCC2	0%	-4%	-2%	-18%	-1%	21%	-6%	3%	-2%	-5%	4
O=C(Cc1ccccc1)Nc1ccccc1N1CCN(c2ccccc2)CC1	-54%	-21%	-10%	-12%	1%	8%	3%	-4%	-4%	10%	-4
Cn1cc(Br)c(C(=O)NC2C3CC4CC(C3)CC2C4)n1 (configuration not stated)	2%[1.84 µM]	-16%	-1%	-3%	1%	-3%	u	-3%	1%	6%	-17
C/C(=C\c1ccco1)CN1CCC(N2CCC(C(=O)N3CCOCC3)CC2)CC1	-4%	-15%	-1%	6%	-1%	9%	3%	-4%	-4%	4%	-2
Cc1ccc(NC(=O)C(C)c2ccc([N+](=O)[O-])cc2)cc1Cl (configuration not stated)	-76%	u	-9%	-3%	0%	u	-2%	-23%	1%	-13%	-4
O=C(CSc1ccsc1[N+](=O)[O-])NC1CCCC1	33%	15%	-9%	7%	1%	8%	-3%	5%	-1%	18%	-90*
C=CCN(Cc1cccs1)C(=O)CN1CCN(S(=O)(=O)c2ccc3c(c2)OCCCO3)CC1	5%	x	-2%	x	-2%	x	x	x	1%	-9%	u
COc1cnc(-c2ccccn2)nc1Oc1cccc(Cl)c1	-4%	u	-10%	-1%	-5%	2.8µM*	3%	16µM*	-6%	-1%	-26
Cc1cccn2c(=O)nc(SCC(=O)Nc3ccc4c(c3)OCO4)nc12	-11%	x	0%	x	-1%	x	1%	x	-4%	-3%	-12
COc1ccc(/C=C/C(=O)C(C(N)=O)=C2SCCS2)cc1	3%	4%	5%	-3%	16%	8%	9.5µM*	-11%	20%	u	4
CCOC(=O)CSc1nc2ccccc2n1CC(=O)NC(C)(C)C	-12%	-26%	1%	0%	1%	-10%	7%	0%	-7%	4%	10
Cc1sc2nc(CSc3ccccc3)nc(N3CCN(C)CC3)c2c1C	-46%	-2%	-6%	-4%	1%	-6%	2%	-4%	2%	-9%	15
CCOC(=O)N1CCN(CCC(=O)c2ccc(OC)cc2)CC1	-64%	6%	4%	3%	2%	8%	-6%	4%	3%	-12%	2
Cc1c(-c2ccccc2)nnn1-c1ccc(F)cc1F	u	2%	u	x	u	11%	21µM*	-12%	u	u	-16
Cc1ccc(N2CC(C(=O)Nc3nnc(SCCN4CCOCC4)s3)CC2=O)cc1 (configuration not stated)	-5%	15%	-1%	3%	u	14%	-1%	7%	2%	-17%	27
N#Cc1ccc(COC(=O)CSc2nnc(C3CCCCC3)n2N)cc1	-2%	-2%	-2%	0%	-2%	-27%	0%	-8%	4%	1%	-9
Cc1cc2nnc(SCC(=O)Nc3ccc(Cl)cc3)n2c(N)n1	-21%	10%	-3%	u	1%	4%	0%	3%	-1%	5%	-11
CN(C)CCNc1oc(COc2cccc(Cl)c2)nc1C#N	-9%	7%	-3%	-1%	-3%	-6%	7%	-8%	0%	-4%	-1
C#CCNC(=O)c1cc2sccc2n1C	1%	8%	3%	-1%	0%	34%	-7%	-2%	-5%	2%	2
COc1cc(C2C(C#N)=C(N)Oc3n[nH]c(C)c32)cc2c1OCO2 (configuration not stated)	-4%	-8%	-1%	18%	6%	-2%	1%	0%	-12%	4%	-6
N#Cc1ccccc1NC(=O)C(=O)NCCCN1CCCC1=O	2%	x	-4%	x	0%	x	1%	x	1%	-1%	-15
O=C(O)c1cc(-c2ccc(/C=N/Nc3ccc(Cl)cc3)o2)ccc1Cl	-7%	u	0%	4%	14%	u	11µM*	-5%	3%	6%	-12
Cc1cn(C2CC3OCC3O2)c(=O)[nH]c1=O (configuration not stated)	4%	14%	-1%	-2%	-1%	1%	0%	-2%	-2%	1%	34[activator]
COC(=O)c1ccn(CC(=O)NC2CCCCC2)n1	-14%	x	4%	x	-6%	-15%	1%	-7%	-5%	-8%	12
COc1ccc(C2/C=C\CN(C(=O)CC(C)C)CC(=O)N2Cc2ccc(F)cc2)cc1 (configuration not stated)	-16%	-1%	0%	-13%	-1%	u	1%	18%&5%	-9%	1%	2&16
CC(C)N(CCNC(=O)c1oc(=O)c2ccccc2c1-c1ccccc1)Cc1ccco1	1%	u	0%	5%	-4%	40%	5%	-4%	-5%	-1%	7
CCn1c(CNC(=O)COc2ccc(C(C)C)cc2)nnc1SCC(=O)NC1CCCCC1C (configuration not stated)	-8%	-7%	-5%	1%	-4%	u	-21%	3%	-5%	1%	-11
N#CCc1ccc(NS(=O)(=O)c2cccs2)cc1	6%	0%	3%	18µM*	-3%	36%	4%	-15%	3%	-2%	-4
CSc1nsc(SC)c1NC(=O)Nc1ccccn1	-65%	u	-1%	-3%	0%	19%	4%	-10%	-3%	-4%	8
O=C(c1cc(S(=O)(=O)Nc2ccccc2F)c(Cl)cc1Cl)N1CCN(CCO)CC1	-1%	6%	1%	1%	0%	-23%	1%	-4%	-1%	-1%	10
Cc1ccc(C(=O)OCC(=O)NCCN2C(=O)CSC2=O)cc1	25%	-9%	4%	-2%	1%	8%	-1%	u	14%	9%	3
O=C(NNC(=O)C1COc2ccccc2O1)c1ccccc1O (configuration not stated)	-12%	x	-5%	x	u	x	1%	x	-6%	0%	-2
COc1ccccc1N1CCN(S(=O)(=O)c2c(C)[nH]c(C)c2C(=O)N2CCCC2)CC1	0%	x	0%	x	-6%	-15%	-20%	-7%	-6%	-6%	-5
